# PI4K2A inh: PI4K2A (human) kinase inhibition; Q9BTU6; purified PI4K2A, ADP-Glo luminescence, 1 h; hits give low values; activity change, negative = inhibition, % at 76.9 µM; 0.13% of 420,000 active; AID 1346378; in the data active means activity change below about -50%; inconclusive means mostly about -30% to -49%;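 further: -100% = wells without enzyme as full effect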
# Target sequence (Q9BTU6 whole entry, looked up): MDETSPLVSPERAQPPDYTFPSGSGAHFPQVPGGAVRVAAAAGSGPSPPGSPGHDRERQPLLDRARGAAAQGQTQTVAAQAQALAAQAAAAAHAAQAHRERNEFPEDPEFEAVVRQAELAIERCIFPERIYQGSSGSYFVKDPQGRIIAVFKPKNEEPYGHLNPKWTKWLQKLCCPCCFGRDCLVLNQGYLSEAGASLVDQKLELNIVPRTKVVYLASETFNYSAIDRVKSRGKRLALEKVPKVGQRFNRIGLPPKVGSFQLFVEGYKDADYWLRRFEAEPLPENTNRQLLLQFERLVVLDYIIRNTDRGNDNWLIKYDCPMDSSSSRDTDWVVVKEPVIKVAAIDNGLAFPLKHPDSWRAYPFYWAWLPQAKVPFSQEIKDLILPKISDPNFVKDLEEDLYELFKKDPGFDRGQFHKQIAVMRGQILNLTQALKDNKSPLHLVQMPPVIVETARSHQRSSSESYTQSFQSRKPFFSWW
#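 In this quantitative HTS, ADP production by PI4K2A was quantified luminescently after 1 h at ambient temperature; 100 microM adenosine served as plate-quality control.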
# IDH1 R132H inh: blocks human mutant IDH1 R132H enzyme. IDH1-R132H enzyme, NADPH consumption, diaphorase/resazurin fluorescence. AID 602179. 0.093% of 390,000 active. O75874. Potency, µM (top dose mostly 76.6 µM), for the others: at the highest dose activity change, negative = inhibition, most hits filed as inhibitors; further: potency means the concentration at half of the fitted maximal effect; on the % scale 0 is the no-effect control and ±100 the full control effect; nearly all actives have a fitted effect of over 65% in size
# Target sequence (O75874 whole entry R132H, stated change not applied): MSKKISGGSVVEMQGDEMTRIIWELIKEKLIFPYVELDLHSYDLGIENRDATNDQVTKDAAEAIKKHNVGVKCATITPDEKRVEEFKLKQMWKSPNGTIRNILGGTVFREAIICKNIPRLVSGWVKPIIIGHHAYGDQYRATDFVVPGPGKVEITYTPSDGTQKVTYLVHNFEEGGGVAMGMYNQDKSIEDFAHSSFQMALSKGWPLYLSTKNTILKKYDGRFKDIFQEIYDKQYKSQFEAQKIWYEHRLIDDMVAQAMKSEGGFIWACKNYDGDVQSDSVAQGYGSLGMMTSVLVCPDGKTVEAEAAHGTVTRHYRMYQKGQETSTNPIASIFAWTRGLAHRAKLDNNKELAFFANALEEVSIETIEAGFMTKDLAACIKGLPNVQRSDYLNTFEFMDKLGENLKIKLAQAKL
#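 IDH1-R132H (0.5 ug/mL dispensed) in pH 7.5 Tris buffer was preincubated 30 min with compound, then given a substrate mix of 0.016 mM NADPH and 2 mM alpha-KG for 80 min at room temperature; remaining NADPH was read by diaphorase/resazurin fluorescence.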
# USP1-UAF1 inh: blocks the human USP1/UAF1 deubiquitinase complex; Potency, µM (series often up to 57.1 µM), without a hit: at the highest dose activity change, negative = inhibition, usual class: inhibitors; recombinant USP1/UAF1, Ub-Rhodamine cleavage fluorescence; 0.23% of 390,000 active; further: potency means the concentration at half of the fitted maximal effect; on the % scale 0 is the no-effect control and ±100 the full control effect; nearly all actives have a fitted effect of over 60% in size; inactives centre near -12
#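 USP1/UAF1 complex at 1 nM was preincubated with compound for 15 min at room temperature, then Ub-Rho substrate (150nM final) was added. Fluorescence (480/540 nm) was read kinetically, 6 reads every 60 seconds.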
# Tb PGK inh: blocks T. brucei phosphoglycerate kinase | PGK/GAPDH coupled, Kinase-Glo luminescence, 60 min | Potency, µM (doses to about 57.5 µM), without a hit: top-dose activity change, negative = inhibition, usual class: inhibitors | 0.043% of 380,000 active | P07378; further: potency means the concentration at half of the fitted maximal effect; on the % scale 0 is the no-effect control and ±100 the full control effect; nearly all actives have a fitted effect of over 60% in size
#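 Luminescent ATP detection (Kinase-Glo Plus) follows a 60-minute room-temperature incubation, with wells lacking PGK as controls. Buffer: 100 mM TEA (pH 7.6), 5 mM MgCl2, 0.01% Tween-20. Coupling enzyme GAPDH (100 nM final) supplies unstable 1,3-BPG in-well.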
# GLS inh: inhibitors of human glutaminase (GLS); GLS enzymatic activity, qHTS titration; Potency, µM (highest dose often 45.5 µM), inactives show at the highest dose activity change, negative = inhibition, actives largely listed as inhibitors; 0.21% of 410,000 active; further: potency means the concentration at half of the fitted maximal effect; on the % scale 0 is the no-effect control and ±100 the full control effect
#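 Assay buffer: 45 mM KH2PO4 pH 8.2, 0.02% Tween-20. hKGA acts on L-glutamine (1 mM solution added); product glutamate is reported by an oxidase/peroxidase Amplex Red coupling, with fluorescence taken at baseline and 30 min.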
# TrxR1 substrate: substrates of rat thioredoxin reductase 1. O89049. purified TrxR1 substrate turnover, NADPH consumption readout. Potency, µM (titrated, usually from 114 µM), without a hit: at the top dose activity change, negative = substrate turnover. 0.01% of 390,000 active. AID 588456; further: potency means the concentration at half of the fitted maximal effect; on the % scale 0 is the no-effect control and ±100 the full control effect; nearly all actives have a fitted effect of over 50% in size
#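 Rat TrxR1, dispensed at 90 nM, was prereduced with 400 uM NADPH (final) for 5 min at ~22 deg C, then incubated with compound 15 min before 400 uM selenite. A first-read NADPH fluorescence drop versus no-compound background flagged substrates.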
# HP1b chromo inh: blocks HP1-beta chromodomain binding to methylated histone tails; P83916; AlphaScreen HP1-beta / biotin-H3K9me3 peptide binding; Potency, µM (titrated, usually from 114 µM), inactives show at the highest dose activity change, negative = inhibition, hits mostly inhibitors; 0.56% of 390,000 active; AID 540317; further: potency means the concentration at half of the fitted maximal effect; nearly all actives have a fitted effect of over 70% in size; inactives centre near 23
#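 AlphaScreen: HP1-beta (50 nM) preformed 30 min with biotin-H3(1-18)K9me3 peptide (50 nM) in PBS pH 7.4, 0.01% Tween-20. Compound added for 30 min at RT, then streptavidin donor/nickel chelate acceptor beads (10 ug/mL) for 30 min.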
# Pin1 inhibitor: human Pin1 inhibition; AID 504891; Pin1 FP peptide displacement, HiFluor488, 10 min; 0.009% of 390,000 active; Potency, µM (series often up to 115 µM), inactives show top-dose activity, negative = inhibition, actives largely listed as inhibitors; Q13526; active means well fitted inhibition curve with a large enough effect in the polarisation, with a control signal flat, not every such curve was filed as active; inconclusive means small, poorly fitted or top-dose-only effect, or effect the other way, or a change in a side signal; inactive means no such curve, though single readings can be large or run the other way; the % refers to the polarisation; further: potency means the concentration at half of the fitted maximal effect; on the % scale 0 is the no-effect control and ±100 the full control effect
# Target sequence (Q13526 whole entry, looked up): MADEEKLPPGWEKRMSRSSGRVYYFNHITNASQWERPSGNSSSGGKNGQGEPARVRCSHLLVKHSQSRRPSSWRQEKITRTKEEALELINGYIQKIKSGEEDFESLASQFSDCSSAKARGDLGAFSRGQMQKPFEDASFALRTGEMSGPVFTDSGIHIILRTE
# TrxR1 inh: rat TrxR1 inhibition; recombinant rTrxR1, NADPH fluorescence consumption, selenite substrate; Potency, µM (top dose mostly 114 µM), inactives show at the highest dose activity change, negative = inhibition, actives largely listed as inhibitors; 1% of 390,000 active; AID 588453; further: potency means the concentration at half of the fitted maximal effect; on the % scale 0 is the no-effect control and ±100 the full control effect; nearly all actives have a fitted effect of over 65% in size
#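 Rat TrxR1 (90 nM in the dispensed reagent) was pre-reduced with 400 uM NADPH for 5 min at room temperature, then incubated with compound for 15 min. After 400 uM selenite was added, NADPH fluorescence (Ex 340/Em 450 nm) was followed for 8 min.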
# * hit, by the source's call; i = inactive; u = inconclusive; x = not tested or not shown; [ ] = remark or other dose. Unless noted, the call rests on the fitted dose curve; in most records, active means well fitted curve in the direction sought with a large enough effect; inconclusive means small, poorly fitted or top-dose-only effect, or another doubt; inactive means no such curve, though single readings can be large; an effect the other way counts as inactive or inconclusive. This is a subset; rates above refer to the full screens.
# Values in the order: PI4K2A inh	IDH1 R132H inh	USP1-UAF1 inh	Tb PGK inh	GLS inh	TrxR1 substrate	HP1b chromo inh	Pin1 inhibitor	TrxR1 inh
O=C(c1ccccc1NS(=O)(=O)c1ccccc1)N1CCCCCC1
→ 4	3%	2%	1%	18%	-4%	29%	-1%	-9%[57.1 µM]
O=C(O)c1cccc(N2C(=S)N=C(Nc3ccccc3)C23CCCCC3)c1
→ -1	-10%	-8%	8%	4%	3%	37%	-3%	6%
O=C(CCCOC(=O)c1cccnc1Cl)c1ccc(Br)cc1
→ 1	7%	-13%	-5%	1%	3%	103%[activator]	-2%	8%
CCC(C(=O)NCc1ccco1)N(C(=O)CNS(=O)(=O)c1ccc(F)cc1)c1ccccc1F (configuration not stated)
→ 5	2%	-19%	-2%	7%	-15%[57.1 µM]	13%	5%	-37%
C=CCN(C(=O)c1cccc(S(=O)(=O)N2CCN(C)CC2)c1)c1nc(-c2ccccc2)cs1
→ -1	4%	-19%	-12%	-11%	-2%[57.1 µM]	-32%	4%	13%[57.1 µM]
Cc1ccccc1NS(=O)(=O)c1ccc(OCC(=O)NCc2cccnc2)cc1
→ 6	0%	-13%	-6%	-3%	8%	6%	-1%	9%
O=C(CCSc1ccccc1)Nc1nccs1
→ -2	8%	-12%	-4%	-1%	10%	12%	-3%	28%
O=C1N[C@@H](Cc2ccccc2)COC(=O)[C@@H](Cc2ccc(F)cc2)CC/C=C/C[C@H]1CC(=O)N(CCO)Cc1ccccc1
→ 3	0%	u	0%	5%	-7%	5%	0%	3%
Cc1nn(C(CC(=O)O)C(=O)O)c(C)c1Br (configuration not stated)
→ 2	-3%	-1%	-1%	0%	3%	26%	-4%	14%
O=S1(=O)N=C(Nc2nc3c(s2)CCCC3)c2ccccc21
→ -8	3%	-2%	-3%	2%	-1%[57.1 µM]	2%	2%	-5%[57.1 µM]
O=C(Nc1ccc(Cl)cc1)c1nc[nH]c1C(=O)N1CCN(c2ccccc2)CC1
→ -3	-5%	-17%	-6%	-1%	8%	23%	-3%	14%
O=C(Nc1ccccc1)Nc1cccn(Cc2c(F)cccc2Cl)c1=O
→ -2	4%	-24%	-1%	-9%	-5%	53%[activator]	6%	6%
Cc1csc(C(C#N)C(=O)c2ccc(S(=O)(=O)N3CCCC3)cc2)n1 (configuration not stated)
→ 1	4%	-4%	x	17%	-13%	6%	u	-12%
COc1ccc(/C=N/NS(=O)(=O)c2ccc(C)cc2)cc1OC(=O)c1ccc(C)cc1
→ 2	-2%	-7%	1%	13%	-5%	-6%	13%	7%[57.1 µM]
O=C(CN1C2=NCCCN2c2ccccc21)c1ccc(Br)s1
→ -5	2%	-6%	i	23%	5%[57.1 µM]	9%	-3%	1%[57.1 µM]
COc1ccc(C2/C=C\CN(C(=O)C3CC3)[C@H](Cc3ccccc3)C(=O)N2Cc2ccc(F)cc2)cc1 (some centres not stated)
→ -2	1%[38.3 µM]	-33%	i	1%	-4%	47%[activator]	34%[activator]	2%
COc1ccc(NC(=O)C2C3C=CC(C3)C2C(=O)NCc2ccco2)cc1 (configuration not stated)
→ 5	-6%	-3%	2%	15%	6%[57.1 µM]	3%	-2%	-27%[57.1 µM]
COc1ccccc1C(=O)Nc1nnc(CCc2ccccc2)s1
→ -2	-7%	-1%	3%	4%	-3%	46%[activator]	u	17%
O=C(O)c1cc(NN=C2c3ccccc3-c3ccccc32)ccc1Cl
→ 3	-2%	-22%	-16%	u	-4%	-6%[57 µM]	x	-16%
COc1ccc2c(c1)c(C(=O)N1CCN(C)CC1)c(C)n2-c1ccccc1
→ 3	-3%	-18%	0%	15%	10%[57.1 µM]	7%	1%	9%[57.1 µM]
CCCCn1c(N)c(N(CCC(C)C)C(=O)C2CCCO2)c(=O)[nH]c1=O (configuration not stated)
→ 0	4%	-12%	0%	0%	-8%	34%	5%	-7%
CCN1C(=O)[C@H]2[C@@H](c3ccc(-c4ccc(F)cc4)cc3)N3CCCC[C@@]3(C(=O)OC)[C@H]2C1=O
→ 3	6%	-33%	-4%	-2%	3%[57.1 µM]	28%	40%[activator]	10%[57.1 µM]
CC(C)(C(=O)c1ccccc1)/[N+]([O-])=C/c1ccccc1F
→ 8	-2%	-11%	-24%	11%	3%	28%	-1%	1%
CCCN1Cc2cccc(C(=O)Nc3ccc(-c4nc5ccccc5[nH]4)cc3)c2C1=O
→ 1	1%	-9%	-7%	0%	28%	34%	-8%	31%
CC[C@H]1C(O)C[C@H]2CCN3C(=O)CCC[C@H]1[C@H]23 (some centres not stated)
→ 0	4%	-20%	-9%	2%	5%	28%	-9%	18%
COc1cc(C(C)=O)ccc1OCCCN1CCC(Cc2ccccc2)CC1
→ 2	-3%	-31%	2%	u	5%	u	1%	11%
CC(C)(C)c1ccc(OCCC(=O)NCC(c2cccs2)N2CCOCC2)cc1 (configuration not stated)
→ -1	7%	-21%	0%	5%	-5%	20%	-5%	5%
C=CCc1ccccc1OCCSc1nc(-c2ccc(C(C)(C)C)cc2)nc2cc(=O)[nH]n12
→ -2	u	-7%	-13%	-1%	45%[activator][57.1 µM]	16%	-3%	51%[activator][57.1 µM]
Cc1cc(C)n(CC(O)COCc2ccco2)n1 (configuration not stated)
→ -1	6%	-18%	i	-3%	-1%	33%	-1%	-5%
CCCC1CCC(c2ccc(C(=O)NN)cc2)CC1 (configuration not stated)
→ 9	2%	-17%	5%	-1%	-3%	51%[activator]	39%[activator]	7%
COc1nc(SC)nc(Cl)c1Cc1ccc(OC(C)C)cc1
→ -5	6%	-14%	i	-1%	-11%[11.4 µM]	228%[activator]	1%	-4%
Cc1cccc(C(=O)OCC(=O)c2ccc(CC(=O)N3CCOCC3)s2)c1C
→ -12	1%	-21%	-16%	1%	2%	-12%	3%	-2%
CC(=O)c1ccc(NC(=O)C(C)O/N=C(\N)c2ccccc2)cc1 (configuration not stated)
→ 0	2%	-6%	2%	0%	-5%	28%	-1%	-3%
Cc1nn(C)cc1NC(=O)c1ccc(Br)o1
→ 10	3%	-7%	0%	-8%	-11%	38%	3%	u
Cc1cccc(CN2CCC(n3nccc3NC(=O)CCCc3ccccc3)CC2)n1
→ 8	5%	-1%	-6%	-2%	-4%	30%	-2%	u
Cc1ccc(O)c(C(=O)c2cnn(-c3ccc(S(=O)(=O)N4CCOCC4)cc3[N+](=O)[O-])c2)c1
→ 1	5%	-17%	i	-11%	-4%	21%	2%	-3%
COC(=O)c1ccc(CNC(=O)c2ccc(S(=O)(=O)N(C)c3ccccc3OC)cc2)cc1
→ 0	-5%	-9%	4%	13%	-4%	34%	9%	0%
CSC1=N/C(=C\c2ccc(C)o2)C(=O)S1
→ 6	1%	-10%	-6%	32%[activator]	-18%	-66%	3%	7%[57.1 µM]
CCOCCCNC(=O)C(NC(=O)C1CCC(C)CC1)C(C)C (configuration not stated)
→ 1	15%	-21%	-1%	0%	3%[2.29 µM]	27%	-14%	15%
COc1cc(/C=N/NC(=O)Cc2cccs2)c([N+](=O)[O-])cc1OC
→ 1	-1%	-19%	-2%	-1%	-4%	30%	-9%	-7%
COc1ccc(CNC(=O)c2ccc3nc(CCc4ccccc4)oc3c2)c(OC)c1
→ 0	-7%	-25%	6%	-12%	3%[57.1 µM]	44%[activator][57 µM]	33%[activator]	12%[57.1 µM]
CCn1c(SCC(=O)NC2CCCCC2)nnc1-c1ccco1
→ 6	-5%	-14%	i	2%	2%	-10%	-1%	10%
CCN(C(=O)CSc1n[nH]c(-c2ccccc2)n1)c1c(N)n(Cc2ccccc2)c(=O)[nH]c1=O
→ 4	-5%	-3%	8%	1%	-8%	47%[activator]	-3%	-9%
Cc1ccc(OCC(=O)NC(=S)Nc2ccc(Br)cn2)cc1C
→ 3	11%	0%	7%	14%	6%[57.1 µM]	33%[activator]	-3%	6%[57.1 µM]
COc1cc(C#N)c(NC(=O)CN2CCN(CCO)CC2)cc1OC
→ -1	5%	6%	-7%	-7%	-1%	6%	-6%	16%[57.1 µM]
CC[C@@]1(C(=O)OC)N[C@H](CN(C)C(=O)COC)[C@@H]2C(=O)N(C)C(=O)[C@@H]21
→ -3	-5%[38.3 µM]	-16%	-10%	0%	-2%	41%[activator]	0%	14%
COc1ccccc1NC(=O)CC(=O)Nc1ccccc1OC
→ -18	-9%	-11%	3%	0%	3%	42%[activator]	0%	4%
CCC(C)NC(=O)CN1C(=O)CSc2ccc(S(=O)(=O)N3CCCC3)cc21 (configuration not stated)
→ 5	1%	-4%	5%	4%	9%[57.1 µM]	74%[activator]	6%	24%[57.1 µM]
CCOC(=O)c1ccc(NC(=O)c2ccc(=O)n(Cc3cccc(C)c3)c2)cc1
→ 2	1%	-23%	-9%	-5%	-2%[57.1 µM]	18%[57 µM]	25%	10%[57.1 µM]
Cc1nc(SCC(N)=O)c([N+](=O)[O-])[nH]1
→ -2	4%	-9%	0%	-3%	-5%[57.1 µM]	15%	-1%	4%[57.1 µM]

# Source: PubChem
